High-throughput results (PubChem BioAssay)
FLuc stim CS – affects firefly luciferase, flagging false hits in luciferase stimulation screens; P08659; ATPlite luciferase biochemical, luminescence, 10 min; 0 = ATP-free wells, 1 = DMSO control; activation factor at 10 µM; 200,000 tested, under 10 active;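 active = luciferase activation factor, scaled between plate controls, of at least 2 with compound at 10 µM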
Target sequence (P08659 whole entry, looked up): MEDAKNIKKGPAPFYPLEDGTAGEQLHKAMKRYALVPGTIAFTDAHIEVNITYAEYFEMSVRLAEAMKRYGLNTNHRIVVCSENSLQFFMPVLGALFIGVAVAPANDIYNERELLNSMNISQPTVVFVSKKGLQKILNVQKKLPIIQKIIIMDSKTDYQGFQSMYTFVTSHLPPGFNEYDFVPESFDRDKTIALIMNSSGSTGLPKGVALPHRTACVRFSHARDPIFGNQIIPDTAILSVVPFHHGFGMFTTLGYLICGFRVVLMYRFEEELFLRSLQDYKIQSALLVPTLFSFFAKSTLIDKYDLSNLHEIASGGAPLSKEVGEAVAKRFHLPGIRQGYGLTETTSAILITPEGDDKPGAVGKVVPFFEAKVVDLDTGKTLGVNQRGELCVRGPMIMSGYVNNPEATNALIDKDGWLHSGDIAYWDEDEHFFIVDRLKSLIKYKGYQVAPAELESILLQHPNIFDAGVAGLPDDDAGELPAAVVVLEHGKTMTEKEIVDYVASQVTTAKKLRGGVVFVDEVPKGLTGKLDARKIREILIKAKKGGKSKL
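test system = cell-free luciferase reagent | medium = PBS as buffer for the ATP substrate | dosing = test compounds dosed from 2 mM stocks in 100% DMSO | incubation = 10 min at ambient temperature | detection = luminescence measurement of luciferase light output | benchmarks = low control with PBS replacing ATP, high control enzyme plus ATP without compound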
ROMK mod – modulates human ROMK potassium channel activity; P48048; Tet-inducible ROMK, thallium flux fluorescence; actives lie on both sides; B-score at 10 µM; 130,000 compounds, 2% hits; AID 1918;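 active = signal ratio slope over the read window, or its plate-corrected B-score, at least 3 SD from the plate mean, either direction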;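 also: B-score of the F/F0 ratio slope over 7 to 12 s after thallium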
Target sequence (P48048 whole entry, looked up): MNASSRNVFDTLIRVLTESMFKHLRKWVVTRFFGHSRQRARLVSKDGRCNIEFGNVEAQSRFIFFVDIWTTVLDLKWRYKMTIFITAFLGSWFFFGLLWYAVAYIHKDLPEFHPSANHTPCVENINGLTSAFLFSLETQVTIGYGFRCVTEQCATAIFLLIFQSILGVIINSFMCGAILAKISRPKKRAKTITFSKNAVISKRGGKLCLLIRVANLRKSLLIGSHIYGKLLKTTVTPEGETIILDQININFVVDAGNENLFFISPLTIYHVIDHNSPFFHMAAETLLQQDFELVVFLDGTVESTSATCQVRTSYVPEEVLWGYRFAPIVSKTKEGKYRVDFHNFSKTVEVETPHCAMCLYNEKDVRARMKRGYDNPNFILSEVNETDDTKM
STAT1 inh – inhibitors of IFN-gamma induced STAT1 signaling; 200,000 compounds, 0.35% hits; AID 920; inhibition, % at 5.5 µM; NIH 3T3 STAT1-luciferase reporter, luminescence;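 active = inhibition above a set limit, the mean inhibition across all tested compounds plus 3 SD, cut at about 34% in these data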;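 also: 0% = IFN-gamma with DMSO and 100% = IFN-gamma with 300 µM nifuroxazide; values of inactives mirror those of a sister screen read the other way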
STAT3 inh – STAT3 signaling inhibition; U3A cells, IL-6 STAT3-luciferase reporter, luminescence; host cell line lacks STAT1; 190,000 compounds, 0.89% hits; inhibition, % at 5.5 µM;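 active = inhibition above the mean inhibition across all screened compounds plus 3 SD, cut at about 44% in these data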;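 also: 0% = DMSO only wells and 100% = 100 µM nifuroxazide control wells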
APP 5'UTR act – activates APP 5'UTR luciferase reporter; SH-SY5Y APP 5'UTR luciferase reporter, luminescence; zero percent = DMSO vehicle wells; activation, % at 2 µM; 190,000 compounds, 1% hits; AID 1276;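 active = activation above a set limit, based on mean plus 3 SD of controls, cut at about 140% in these data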; also: values of inactives mirror those of a sister screen read the other way
STAT1 act – activators of IFN-gamma induced STAT1 signaling; NIH 3T3 STAT1-luciferase reporter, luminescence; 100% = IFN-gamma alone, no compound; activation (% of control), % at 5.5 µM; 200,000 compounds, 2.6% hits; AID 932;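 active = activation above the screen-wide mean activation plus 3 SD, cut at about 130% in these data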;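 also: raw ratio to IFN-gamma control signal so 100% means no change and 0% no light; values of inactives mirror those of a sister screen read the other way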
FLuc inh counter – inhibits firefly luciferase, flagging false hits in luciferase inhibition screens; P08659; ATPLite firefly luciferase biochemical luminescence, 10 min; inhibition, % at 10 µM; 200,000 compounds, 1.5% hits; AID 1006;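 active = inhibition above about 50% when tested at 10 µM, limit read from the data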
APP 5UTR inh – APP translation inhibition | 190,000 compounds, 0.82% hits | inhibition, % at 2 µM | SH-SY5Y APP 5'UTR-luciferase reporter, luminescence;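 active = inhibition above a set limit, derived from the sample mean plus 3 SD, cut at about 45% in these data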; also: values of inactives mirror those of a sister screen read the other way
STAT3 activator – activators of IL-6 induced STAT3 signaling | 190,000 compounds, 0.91% hits | activation (% of control), % at 5.6 µM | U3A cells, IL-6 STAT3-luciferase reporter, luminescence; 100% = signal with IL-6 EC80 alone;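 active = activation above the screen-wide mean of compound activation plus 3 SD, cut at about 130% in these data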;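 also: 0% = background luminescence of wells with medium and substrate only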
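Material: STAT3-luciferase reporter U3A cells. Controls: IL-6-treated wells, 100% activation. Read-out: % activation versus median of IL-6-stimulated wells. Probe or stimulus: IL-6 stimulus at 33 ng/mL final. Timing: compound 1 h, then IL-6 6 h at 37 °C. Signal: reporter luminescence signal.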
NF-kB neuron act – NF-kB expression increase, human neuronal cells | NF-kB reporter expression; stronger effect = higher value | fold change at 12.5 µM | 190,000 compounds, 1.6% hits | AID 1239; in the data active = fold change above about 3.3
Starred values were filed as active, the others as inactive; · = not tested or not shown.

SMILES	FLuc stim CS	ROMK mod	STAT1 inh	STAT3 inh	APP 5'UTR act	STAT1 act	FLuc inh counter	APP 5UTR inh	STAT3 activator	NF-kB neuron act
CCO[C@H]1OC(C(=O)NCc2nc3ccccc3[nH]2)=C[C@@H](c2ccc(C(F)(F)F)cc2)[C@@H]1CCCO	1	·	1.2	·	0.5	100.3	-2.6	-0.5	·	0.64
CCOC(=O)C(Cc1ccccc1)NC(=O)CCc1c(C)nc2ncnn2c1C (stereo unspecified)	1	-0.662	-4.2	6.2	0.1	103.8	-3.9	-0.1	97.3	0.98
CCCOC(=O)c1ccc(NC(=O)c2c(Cl)ccc(Cl)c2OC)cc1	1.1	-0.456	1.7	8.5	-5.9	100.7	-6.4	5.9	91.4	1.26
COc1ccc(C(=O)NC2CCN(S(=O)(=O)Cc3ccccc3)CC2)c(OC)c1	1.1	·	2.0	13.4	-13.9	98.2	-8.0	13.9	93.8	1.14
Cc1ccc(NC(=O)COC(=O)c2cccnc2Cl)cc1S(=O)(=O)N1CCCCC1	1.1	-2.1	10.5	2.5	2.5	89.6	-8.4	-2.5	99.9	1.17
Nc1nc2c([N+](=O)[O-])cccc2s1	1.1	0.25	2.1	9.7	-4.6	97.7	-8.4	4.6	95.2	1.06
O=C(Cn1cc2c(n1)CCCCC2)N1CCc2ccccc2C1	1.1	·	-3.3	22.9	9.6	102.9	-5.1	-9.6	85.2	1.2
COC(=O)CC1=C(C(=O)OC)C(c2ccc3c(c2Cl)OCO3)C(C#N)=C(N)O1 (stereo unspecified)	1.1	-0.559	20.4	4.2	0.8	81.3	-6.8	-0.8	101.6	0.9
O=C(/C=C/c1cccc([N+](=O)[O-])c1)NCCSc1ccccc1	1	·	-5.2	0.7	-2.9	104.6	2.0	2.9	109.3	1.3
O=C(NCc1ccccn1)C1CCC(=O)N1C1CCCC1 (stereo unspecified)	·	·	-3.2	-0.4	1.2	102.9	·	-1.1	104.3	·
O=C(COC(=O)c1cc(F)c(F)cc1Cl)NC1CC1	1.1	-0.141	-1.0	0.8	-16.3	102.6	-5.6	16.3	103.7	1.33
COc1ccccc1CCc1nnc(CCC(=O)NCCOc2cccnc2)o1	1.1	0.32	-0.7	1.6	13.8	98.9	-9.3	-13.8	100.6	1.15
CCOC(=O)Cc1csc(NC(=O)CSc2nnc(-c3cccnc3)n2Cc2ccco2)n1	1	0.0388	-3.2	5.4	17.7	103.1	-2.5	-17.7	98.2	1.3
CCCCN(C)C(=O)c1nc2ccccn2c1CNC1CCC1	1	0.412	-2.8	6.2	5.0	100.6	-1.7	-5.0	97.6	1.1
COc1ccc(C(=O)Nc2ccccc2NC(=O)c2ccco2)c(OC)c1	1.1	0.789	2.9	15.9	-14.6	95.6	-7.1	14.6	89.6	0.86
Nc1c(C(=O)NCc2ccco2)c2nc3ccccc3nc2n1CCc1ccc(F)cc1	1	-0.00842	0.7	29.1	-21.7	99.4	-3.3	21.7	78.7	0.62
C=C(C)c1cccc(C(C)(C)NC(=O)NCc2ccc(OC)cc2)c1	1.1	·	-1.6	1.4	11.4	101.4	-5.8	-11.4	101.0	1
O=C(COc1ccccc1CNCc1ccccc1)Nc1ccccc1	1	-2.37*	-6.4	-51.0	·	101.8	-4.5	·	142.7*	1.03
COc1ccc(N2CCN(C(=O)Cn3cnc4c3c(=O)n(C)c(=O)n4C)CC2)cc1	1.1	0.539	-0.4	-3.2	6.5	99.0	-7.2	-6.5	104.3	1.16
O=C(CSc1nnc(-c2c[nH]c3ccccc23)o1)N1c2ccccc2CCc2ccccc21	1	·	1.3	48.6*	1.5	98.8	-3.1	-1.5	63.2	0.48
O=C(CCN1C(=O)c2ccccc2C1=O)NC1=NCCS1	1.1	·	-2.4	12.4	11.3	102.2	-5.2	-11.3	93.1	0.98
CSc1nnc(C)c(=O)n1COC(=O)c1ccc(S(=O)(=O)N(C)C)cc1	1	-0.121	6.9	-7.5	-12.7	95.6	0.4	12.7	103.9	0.97
CC(=O)c1c(CC(=O)O)[nH]n(-c2nc3ccccc3s2)c1=O	0.6	0.133	-3.5	-13.7	·	106.8	36.7	·	111.5	1.68
COc1ccc(Cc2c(O)nc(SC)n(C(C)=O)c2=O)cc1	1	·	-2.2	-8.4	5.8	102.0	-1.7	-5.8	109.6	0.9
COc1cc2c(cc1NC(=O)CSc1nnc(Cc3cccs3)n1Cc1ccco1)oc1ccccc12	1	0.351	-1.0	-4.8	·	100.9	-1.3	·	110.4	0.53
O=[N+]([O-])c1cccc(/C=N/n2c(C3CCCCC3)n[nH]c2=S)c1	1.1	·	6.1	6.1	-9.7	94.5	-11.3	9.7	97.3	0.88
COc1cccc(C(=O)NCC(=O)N/N=C/c2cccc(OC(=O)c3ccc([N+](=O)[O-])cc3)c2)c1	1.1	·	6.4	2.7	3.5	94.2	-6.2	-3.5	97.2	0.99
Cc1cccc(NC(=O)c2sc(-c3ccccc3)nc2-c2ccc([N+](=O)[O-])cc2)c1	1	0.00177	2.4	1.8	-23.9	97.9	-2.7	23.9	100.4	0.91
Nc1nc(SCc2ccc(Cl)cc2Cl)ns1	1	·	-9.5	-3.2	14.1	108.8	-3.6	-14.1	106.1	1.22
Cc1noc(C)c1C(=O)N1CCCC1	1.1	0.486	-0.5	4.8	-4.7	100.5	-5.5	4.7	101.8	1.23

The final 2 entries of the part above come first, to join the parts:
SMILES	FLuc stim CS	ROMK mod	STAT1 inh	STAT3 inh	APP 5'UTR act	STAT1 act	FLuc inh counter	APP 5UTR inh	STAT3 activator	NF-kB neuron act
Nc1nc(SCc2ccc(Cl)cc2Cl)ns1	1	·	-9.5	-3.2	14.1	108.8	-3.6	-14.1	106.1	1.22
Cc1noc(C)c1C(=O)N1CCCC1	1.1	0.486	-0.5	4.8	-4.7	100.5	-5.5	4.7	101.8	1.23
CC(CN1CCN(C)CC1)OC(=O)c1ccc(Cl)cc1 (stereo unspecified)	1	·	-12.2	-13.4	1.8	111.3	-4.4	-1.8	112.7	1.14
Cc1cc(C(C)(C)C)ccc1OCCCCN1CCCC1	1.1	-1.44	-0.5	-9.1	6.7	100.5	-6.4	-6.7	105.2	0.56
O=C(CCSc1ccc(Cl)cc1)c1cccs1	0.9	·	-2.3	7.0	11.8	102.1	5.8	-11.9	97.9	1.78
O=C(CCCOc1ccccc1)N1CCCc2ccccc21	1.1	-0.607	-20.4	-3.9	20.0	113.0	-6.7	-20.0	103.4	1.71
Cc1ccccc1-n1nc2c(c1NC(=O)c1cccc(F)c1)CS(=O)C2 (stereo unspecified)	1.1	·	-7.2	2.4	12.3	106.5	-7.8	-12.3	105.6	1.01
O=P(CCCCCCCCCP(=O)(c1ccccc1)c1ccccc1)(c1ccccc1)c1ccccc1	1	-4.69*	3.7	4.1	8.6	96.6	0.3	-8.6	96.8	0.41
O=C(CCc1ccc(Oc2cc([N+](=O)[O-])cc([N+](=O)[O-])c2)cc1)NC1CCCC1	1.1	-0.881	5.6	-3.9	14.7	95.0	-8.3	-14.7	103.6	1.33
Cc1ccc(N2CC(C(=O)NCc3ccc4c(c3)OCO4)CC2=O)cc1C (stereo unspecified)	1	·	4.3	1.9	-11.2	96.0	-3.1	11.2	101.8	1.29
Cc1ccc(-c2nnn(CC(=O)N(Cc3cccs3)C(C(=O)NC3CCCCC3)c3ccco3)n2)o1 (stereo unspecified)	1	0.257	9.6	-4.0	2.9	91.2	-3.5	-2.9	100.8	1.21
Cc1ccc(SCc2cc(=O)[nH]c(Nc3nc(C)c4ccccc4n3)n2)cc1	1	·	-1.1	7.7	-7.7	100.9	-4.2	7.7	95.7	0.83
O=C(CN1CCN(S(=O)(=O)/C=C/c2ccccc2)CC1)Nc1ccc(N2CCOCC2)cc1	1.1	1.12	-0.5	-3.3	8.1	99.4	-7.8	-8.1	104.1	1.02
O=C(Nc1ccccc1Cl)N1CCn2c(nc3ccccc32)C1	1	-1.5	0.2	18.2	-16.9	99.8	0.3	16.9	87.4	1.06
CC(C)c1ccc(S(=O)(=O)N2CCCCC2)cc1	1	-0.793	4.0	1.2	5.0	94.7	-4.2	-5.0	108.9	1.34
CC(=O)Nc1ccc(NC(=O)CSc2ccc(-c3ccco3)nn2)cc1	1	-0.222	-2.2	3.9	-10.8	100.2	3.7	10.8	102.8	1.12
O=c1[nH]cc(C(F)(F)F)cc1NS(=O)(=O)c1ccc([N+](=O)[O-])cc1	1	0.508	-5.9	3.5	0.7	104.1	-2.7	-0.7	102.9	0.9
Cc1cc(SCC(=O)NN=C2CCN(C(C)C)CC2)c(C)cc1Br	1.1	·	0.4	6.9	-8.6	99.7	-5.4	8.6	96.0	1.01
CCN(CC)C(=O)CSC1=N/C(=C/c2ccco2)C(=O)N1c1ccc(OC)c(Cl)c1	1	-0.217	13.1	21.5	10.2	88.0	-1.7	-10.2	80.8	1.34
Cc1nn(C2CCS(=O)(=O)C2)c(C)c1C=O (stereo unspecified)	1	0.534	-27.0	7.3	1.0	122.9	-1.5	-1.0	103.0	1.03
O=C(N1CCOCC1)N1CCCN(C(=O)N2CCOCC2)CC1	0.9	·	0.5	5.7	23.4	97.7	7.2	-23.4	97.8	0.99
CCCCSC(=S)N(C)C1CCS(=O)(=O)C1 (stereo unspecified)	1.1	·	6.8	16.2	3.4	93.9	-6.2	-3.4	94.7	1.31
COc1cccc(N/C(SCc2ccccc2Cl)=C(/C#N)C(=O)NCc2cccs2)c1	1	0.517	1.7	0.7	·	98.5	-4.8	·	99.7	0.99
O=C(CSCc1ccccc1)Nc1cc([N+](=O)[O-])ccc1F	1.1	-1.39	-2.7	18.2	-11.6	100.7	-7.7	11.6	87.6	1.35

Structural class: the entries above containing fluorine (6)
SMILES	FLuc stim CS	ROMK mod	STAT1 inh	STAT3 inh	APP 5'UTR act	STAT1 act	FLuc inh counter	APP 5UTR inh	STAT3 activator	NF-kB neuron act
CCO[C@H]1OC(C(=O)NCc2nc3ccccc3[nH]2)=C[C@@H](c2ccc(C(F)(F)F)cc2)[C@@H]1CCCO	1	·	1.2	·	0.5	100.3	-2.6	-0.5	·	0.64
O=C(COC(=O)c1cc(F)c(F)cc1Cl)NC1CC1	1.1	-0.141	-1.0	0.8	-16.3	102.6	-5.6	16.3	103.7	1.33
Nc1c(C(=O)NCc2ccco2)c2nc3ccccc3nc2n1CCc1ccc(F)cc1	1	-0.00842	0.7	29.1	-21.7	99.4	-3.3	21.7	78.7	0.62
Cc1ccccc1-n1nc2c(c1NC(=O)c1cccc(F)c1)CS(=O)C2 (stereo unspecified)	1.1	·	-7.2	2.4	12.3	106.5	-7.8	-12.3	105.6	1.01
O=c1[nH]cc(C(F)(F)F)cc1NS(=O)(=O)c1ccc([N+](=O)[O-])cc1	1	0.508	-5.9	3.5	0.7	104.1	-2.7	-0.7	102.9	0.9
O=C(CSCc1ccccc1)Nc1cc([N+](=O)[O-])ccc1F	1.1	-1.39	-2.7	18.2	-11.6	100.7	-7.7	11.6	87.6	1.35
